hiPSC survival = enhancers of human iPSC single-cell survival. hiPSC single-cell survival, ATPlite luminescence; 100% = ROCK inhibitor wells, 0% = DMSO. survival enhancement, % at 20 µM. 360,000 tested, 0.044% active; in the data active = survival enhancement above about 18%;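 also: cells exposed to compounds for 16 hours before the ATP read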
aDG glyco up = alpha-DG glycosylation activation; Pro5-aDG cells, alpha-DG glycosylation AlphaScreen (IIH6); 0% Pro5, 100% B10-LARGE cell signal; activation, % at 10 µM; 360,000 tested, 0.22% active; AID 624168;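 active = activation of at least 8% versus controls, or a plate z-score of at least 8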;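 also: Pro5 are CHO cells carrying HIG-tagged alpha-DG that lacks glycosylation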
MC4R barr agon = agonists of human melanocortin 4 receptor (MC4R) beta-arrestin; P32245; U2OS MC4R beta-arrestin complementation, luminescence; percent of melanotan II response, DMSO zero; activation, % at 8.9 µM; 360,000 tested, 0.98% active;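 active = activation above a per-plate cutoff, the mean activation of sample wells on that plate plus 3 SD, cut at about 8% in these data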
H9c2 protect = protects H9c2 cardiomyocytes from peroxide injury | H2O2 injury protection, ATPLite, 2 h | protection from H2O2 cell death, % at 20 µM | 360,000 tested, 0.63% active | AID 588492;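 active = compounds giving at least 50% protection of heart cells from peroxide-induced death in the single-dose screen, raw or plate-pattern-corrected value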;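 also: 0% = DMSO wells with peroxide and 100% = DMSO wells without peroxide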
MC4R antag cAMP = antagonists of human melanocortin 4 receptor (MC4R); MC4R-expressing cells, MTII-stimulated cAMP, LANCE TR-FRET; P32245; inhibition, % at 6.5 µM; 360,000 tested, 0.48% active; AID 540295;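 active = inhibition above its plate's cutoff, the mean of tested wells on that plate plus 3 SD, cut at about 29% in these data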;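 also: 0% = Melanotan II alone and 100% = Melanotan II plus saturating MCL0020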
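Assay system: U2OS cells stably expressing human melanocortin 4 receptor (MC4R) / Dosing: 6.5 µM / Timing: compound 30 min, challenge 1 h, detection 1 h / Measured by: Eu-cAMP/anti-cAMP TR-FRET, emission 671 nm / Replicates: singlicate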
ABHD5 PLIN5 PPI = inhibitors of human ABHD5-perilipin-5 interaction; Q00G26+Q8WTS1; Split G. princeps luciferase complementation, luminescence, 4 h; inhibition, % at 4 µM; 360,000 tested, 0.78% active;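 active = inhibition above the mean inhibition across every tested compound plus 3 SD, cut at about 22% in these data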;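 also: 0% = DMSO only wells and the 100% control is not disclosed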
Target sequence (Q00G26 whole entry, looked up): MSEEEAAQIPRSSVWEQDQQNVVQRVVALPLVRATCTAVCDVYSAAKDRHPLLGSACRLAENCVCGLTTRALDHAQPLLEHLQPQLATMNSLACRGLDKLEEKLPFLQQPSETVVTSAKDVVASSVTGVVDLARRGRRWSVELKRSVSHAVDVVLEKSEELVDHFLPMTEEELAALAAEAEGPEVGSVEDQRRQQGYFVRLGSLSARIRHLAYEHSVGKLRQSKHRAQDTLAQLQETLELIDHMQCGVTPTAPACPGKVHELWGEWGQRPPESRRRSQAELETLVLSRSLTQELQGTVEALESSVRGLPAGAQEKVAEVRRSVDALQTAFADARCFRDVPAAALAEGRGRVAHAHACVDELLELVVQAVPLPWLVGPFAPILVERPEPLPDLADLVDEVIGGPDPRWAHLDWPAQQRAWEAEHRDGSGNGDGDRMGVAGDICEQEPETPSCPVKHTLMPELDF
Target sequence (Q8WTS1 whole entry, looked up): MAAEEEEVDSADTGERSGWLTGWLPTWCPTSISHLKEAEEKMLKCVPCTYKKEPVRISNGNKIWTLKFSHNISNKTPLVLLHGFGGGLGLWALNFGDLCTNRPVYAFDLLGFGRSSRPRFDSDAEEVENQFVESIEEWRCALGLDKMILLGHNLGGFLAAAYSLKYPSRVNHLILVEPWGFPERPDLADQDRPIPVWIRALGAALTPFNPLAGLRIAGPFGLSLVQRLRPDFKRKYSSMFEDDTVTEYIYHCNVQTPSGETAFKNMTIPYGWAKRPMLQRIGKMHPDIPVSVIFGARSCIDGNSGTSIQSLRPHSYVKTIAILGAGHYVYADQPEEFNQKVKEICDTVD
Glyco luc inh = blocks N-linked glycosylation in D54 reporter cells. D54 ERlucT glycosylation luciferase reporter, 24 h; percent of 100 nM tunicamycin response. reporter increase, % at 12.5 µM. 360,000 tested, 0.23% active. AID 588692;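 active = mean luciferase reporter signal, scaled so untreated is 0 and the glycosylation-blocking control 100, at or above a set limit in every replicate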;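 also: luciferase carries N-glycosylation sites so blocking glycosylation raises the light; 0% = median of neutral control wells and 100% = median of 100 nM tunicamycin wells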
HTR2A ag = agonists of mouse serotonin 5-HT2A receptor (HTR2A). 360,000 tested, 0.66% active. AID 624169. CHO-K1 mHTR2A beta-arrestin complementation, luminescence; percent of 30 µM serotonin response. P35363. activation, % at 7.6 µM;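 active = activation above a run cutoff, the mean activation of all tested compounds plus 3 SD, cut at about 14% in these data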;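 also: 0% = plate median of compound wells and 100% = 30 µM serotonin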
Exocytosis inh = lytic granule exocytosis inhibition; TALL-104 LAMP-1 surface exposure, flow cytometry; cells stimulated with thapsigargin and PMA; inhibition, % at 10 µM; 360,000 tested, 0.66% active; AID 651702;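 active = inhibition above about 55%, limit read from the data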
ABCB6 inh MLPCN = human ABCB6 transporter inhibition; 360,000 tested, 0.19% active; AID 602162; fluorescence ratio to DMSO, % at 10 µM; K562-ABCB6 porphyrin accumulation, flow cytometry, 1 h; hits give low values;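 active = fluorescence ratio to DMSO below 75%, the collection mean minus 3 SD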;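 also: signal is porphyrin accumulated inside mitochondria; 100% equals median channel fluorescence of DMSO control wells; lower ratio means ABCB6 inhibition with less porphyrin fluorescence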
An asterisk follows results filed as active; x = no result given; & = joins results of further samples.

SMILES | hiPSC survival | aDG glyco up | MC4R barr agon | H9c2 protect | MC4R antag cAMP | ABHD5 PLIN5 PPI | Glyco luc inh | HTR2A ag | Exocytosis inh | ABCB6 inh MLPCN
CSCCC(NS(=O)(=O)c1cccs1)C(=O)NCc1ccc(C)cc1 (stereo not drawn) | -0.5 | -0.1 | -2.4 | 0 | -1 | -5 | -1 | -3 | 0 | 97
CCC(=O)Nc1ccc2nc(C)n(Cc3ccccc3Cl)c(=O)c2c1 | -1.9 | 0.1 | -3.2 | 11 | -4 | 3 | -3 | -2 | -2 | 93
CC(=O)Nc1cccc(C(=O)/C=C/c2ccc(C)cc2)c1 | -3.6 | 0.3 | -1.9 | -17 | -2 | 49* | -11 | -7 | -1 | 98
COc1ccccc1CNC(=O)CCCn1c(=O)c2ccccc2n(CC(=O)NC2CCCC2)c1=O | 6.2 | 0.0 | -2.6 | 12 | 5 | -12 | 2 | -1 | 0 | 94
S=C(Nc1ccc(Nc2ccccc2)cc1)NN1CCOCC1 | 0.2 | 0.0 | -1.2 | -5 | 2 | 10 | -1 | 0 | -7 | 93
CCOc1ccc(NC(=O)COc2ccc(OC)cc2)cc1 | 0.2 | -0.1 | -1.2 | -4 | 9 | 3 | 1 | 6 | 0 | 94
Cc1cc(/C=C(\C#N)C(=O)NCc2ccco2)c(C)n1-c1ccc(C(=O)O)cc1 | 0.8 | 0.0 | -2.0 | -1 | 11 | 5 | 0 | 1 | 11 | 96
Cc1ccc(CCNC(=O)CS(=O)Cc2nc(-c3cccs3)oc2C)cc1 (stereo not drawn) | -0.5 | 0.2 | -0.2 | -3 | 0 | 2 | 1 | 2 | 2 | 98
Cc1ccc(CN(C)C(=O)c2ccc3c(c2)NC(=O)CS3)o1 | -0.7 | 0.1 | -1.5 | 4 | 2 | 22 | 1 | 2 | 0 | 93
CCCc1ccc(OCC(O)CN2CCN(c3ccccc3)CC2)cc1 (stereo not drawn) | 5.2&-2.7 | -0.1&0.0 | 3.8&4.9 | -9&-8 | 5&3 | -3&-5 | 2&-1 | 9&0 | -5&-2 | 101&92
CCCCNC(=O)C1C(c2ccc(OC)cc2)=Nc2ccccc2N1C(=O)c1ccc2ncccc2c1 (stereo not drawn) | x | -0.2 | x | x | x | 6 | x | -6 | -3 | x
Cc1ccc(NC(=O)COC(=O)c2cc(Cl)ccc2[N+](=O)[O-])cc1 | 1.8 | -0.1 | -1.3 | -5 | 2 | 2 | 1 | 7 | 2 | 93
Cc1nc2ccc(S(=O)(=O)NC(C(=O)NCc3ccco3)C(C)C)cc2s1 (stereo not drawn) | 0.3 | -0.1 | -0.8 | -2 | 2 | -2 | -2 | -2 | 20 | 104
O=C(O)CCC(=O)OCCc1cc2ccccc2c(=O)o1 | -1.7 | 0.3 | 0.7 | 4 | 5 | 10 | 1 | 5 | 16 | 103
COc1ccc(C)cc1NC(=O)C1CCN(S(=O)(=O)c2ccc3c(c2)C(C)(C)C(=O)N3C)CC1 | -2.4 | 0.0 | 0.1 | 10 | -4 | 5 | -2 | -4 | -3 | 99
CCCCN(Cc1cc2ccccc2[nH]c1=O)C(=O)c1ccccn1 | -2.9 | 0.2 | -1.2 | 2 | 11 | 1 | 1 | -3 | -5 | 100
Cc1ccc(N2C(=O)C3C4C=CC(CNC(=S)Nc5cccc(Cl)c5)(O4)C3C2=O)cc1 (stereo not drawn) | -2.1 | 0.6 | -4.5 | -5 | 2 | 4 | 0 | -6 | 43 | 96
N#Cc1ccc(-c2nc3c(Cl)cc(C(F)(F)F)cn3c2Cc2ccsc2)cc1 | -0.2 | 0.0 | x | x | x | -11 | x | -4 | -3 | 106
COc1ccc(S(=O)(=O)N(C)C[C@H]2Oc3ccc(NS(=O)(=O)c4cn(C)cn4)cc3C(=O)N([C@H](C)CO)C[C@@H]2C)cc1 | -1.8 | -0.3 | -1.8 | 15 | 3 | 16 | 0 | -2 | 5 | 89
Cc1cccc(-c2noc(CCC(=O)NCCc3ccccc3)n2)c1 | -0.4 | 0.0 | -1.4 | -8 | 6 | 5 | 2 | 0 | -4 | 97
CCOc1ccc(-n2c(SCC(=O)Nc3ccc4c(c3)OCCO4)nc3c(c2=O)SCC3)cc1 | -0.7 | 0.3 | -1.9 | 14 | 5 | -3 | -1 | 2 | -1 | 97
COc1ccc(N2CCN(C(CNC(=O)CC(C)(C)C)c3ccc4c(c3)OCO4)CC2)cc1 (stereo not drawn) | -0.6 | 0.7 | -2.3 | -1 | 15 | -6 | -2 | -7 | -1 | 98
O=C(NCc1ccccc1)C(c1cccc2ccccc12)n1c(=O)c(-c2cc3ccccc3[nH]2)nc2ccccc21 (stereo not drawn) | x | 1.4 | x | x | x | 8 | x | 0 | 7 | x
COc1cc(OC)cc(C(=O)OCCCOC(=O)c2cc(OC)cc(OC)c2)c1 | -0.6 | 0.1 | -2.1 | -1 | -7 | 5 | 2 | 5 | 3 | 92
COc1cccc(-c2nn(-c3ccc(C)cc3)cc2C(=O)N2CCc3cc(OC)c(OC)cc3C2)c1 | -0.3 | -0.7 | 2.1 | 42 | 7 | 2 | 7 | -6 | 0 | 97
COc1ccc(CCN2CC(C(=O)NCCc3ccc(F)cc3)CCC2=O)cc1 (stereo not drawn) | -0.3 | 0.0 | -1.5 | -2 | -1 | 1 | -3 | 5 | 4 | 97
COc1ccc(NC(=O)CN(C)C(=O)c2cc(C3CC3)nn2-c2ccccc2)cc1 | -1.8 | -0.3 | -1.9 | 1 | 3 | -7 | -3 | -7 | 3 | 95
COc1cccc(NC(=O)CN(C)C(=O)CN2C(=O)NC3(CCCC3)C2=O)c1 | 0.3 | -0.1 | 0.8 | 0 | 9 | 4 | 0 | -8 | -3 | 98
O=C(COc1cc(Cl)c(Cl)cc1Cl)Nc1ccncc1 | 0.7 | 1.0 | 3.2 | -17 | 16 | 0 | -4 | 7 | -1 | 90
COc1ccc(C(=O)N2CCCC(CCC(=O)NCc3ccc(F)c(F)c3)C2)o1 (stereo not drawn) | -1.8 | 0.5 | -0.9 | 2 | 10 | -4 | 0 | 1 | -4 | 95
CCOC(=O)c1cnc2cc(F)c(F)cc2c1N1CCOCC1 | -0.5 | 0.0 | 0.9 | 4 | 10 | -1 | 1 | 0 | -4 | 96
NC(COCc1ccccc1)c1csc(Nc2ncccn2)n1 (stereo not drawn) | -0.7 | -0.2 | 0.2 | 19 | 13 | 5 | 1 | -2 | -4 | 98
COc1ccccc1-c1nn(Cc2ccccc2)cc1/C=C/C(=O)O | -0.5 | -0.2 | 0.0 | -3 | 14 | 4 | -1 | -3 | -1 | 92
CC(C)(C)NC(=O)CSc1nc2cccnc2n1C1CCCCC1 | -0.3 | 0.1 | -0.1 | -1 | 3 | -1 | -2 | 0 | -10 | 103
C(=N\N1CCN(C2c3ccccc3-c3ccccc32)CC1)/c1ccncc1 | -0.5 | 0.4 | 7.1 | -15 | 5 | -8 | 0 | 0 | 1 | 84
CCOc1ccc(NS(=O)(=O)c2ccc(NS(=O)(=O)c3ccccc3)cc2)cc1 | 4.0 | -0.3 | -2.3 | 13 | -2 | 1 | 1 | -2 | -5 | 100
COc1ccc(O)c(C(=O)c2cnc3c(c2)CN(C)C(=O)N3)c1 | -1.0 | -0.2 | -2.6 | 8 | -2 | -3 | 5 | 0 | 0 | 94
COc1cccc(C(=O)Nc2ccc3c(cc2=O)[C@@H](NC(C)=O)CCc2cc(OC)c(OC)c(OC)c2-3)c1 | -0.5 | -0.1 | -1.6 | 24 | 2 | 10 | 20 | 16* | -7 | 100
O=C(Cn1c(NCCO)nc2ccccc21)NCCc1ccccc1 | 3.1 | -0.1 | -2.1 | 12 | 0 | -2 | 3 | 0 | -1 | 101
O=C(NC(Nc1ccc(F)cc1)(C(F)(F)F)C(F)(F)F)c1cccnc1 | 3.9 | -0.2 | -0.7 | 12 | 14 | 5 | 4 | -2 | -2 | 102

A draw from above in order of SMILES length, rising.
SMILES | hiPSC survival | aDG glyco up | MC4R barr agon | H9c2 protect | MC4R antag cAMP | ABHD5 PLIN5 PPI | Glyco luc inh | HTR2A ag | Exocytosis inh | ABCB6 inh MLPCN
CCOC(=O)c1cnc2cc(F)c(F)cc2c1N1CCOCC1 | -0.5 | 0.0 | 0.9 | 4 | 10 | -1 | 1 | 0 | -4 | 96
COc1ccccc1-c1nn(Cc2ccccc2)cc1/C=C/C(=O)O | -0.5 | -0.2 | 0.0 | -3 | 14 | 4 | -1 | -3 | -1 | 92
CCOc1ccc(-n2c(SCC(=O)Nc3ccc4c(c3)OCCO4)nc3c(c2=O)SCC3)cc1 | -0.7 | 0.3 | -1.9 | 14 | 5 | -3 | -1 | 2 | -1 | 97

Carrying on.
SMILES | hiPSC survival | aDG glyco up | MC4R barr agon | H9c2 protect | MC4R antag cAMP | ABHD5 PLIN5 PPI | Glyco luc inh | HTR2A ag | Exocytosis inh | ABCB6 inh MLPCN
O=[N+]([O-])c1ccccc1C(O)Cc1ccccn1 (stereo not drawn) | -0.5 | 0.1 | 0.2 | 7 | -2 | -7 | 0 | 8 | -4 | 90
CC(=O)c1cccc(-n2c(CCC(=O)O)ccc2-c2ccccc2)c1 | 0.3 | 0.0 | 0.2 | 10 | 9 | -1 | 0 | 5 | 10 | 99
COc1ccc2[nH]cc(CCNC(=O)/C=C/[C@H]3O[C@@H](n4cnc5c(NC(=O)c6ccccc6)ncnc54)[C@H](O)[C@@H]3O)c2c1 | -1.4 | 0.0 | x | -3 | x | -1 | 4 | -4 | 0 | 103
O=C(Nc1ccc(Cl)cc1)Nc1nnc(CSc2ccc(Cl)cc2)s1 | -3.2 | -1.0 | 1.5 | -29 | 11 | -7 | -2 | -2 | 19 | 113
Cc1ccc2[nH]c(=O)c3cc(C(=O)N(C)Cc4ccco4)sc3c2c1 | -1.7 | 0.7 | 2.1 | 20 | 9 | 10 | 21 | 2 | 4 | 99
C=CCN(C(=O)CSc1nc2ccsc2c(=O)n1Cc1ccccn1)c1ccccc1 | -0.3 | 0.4 | -0.7 | 18 | 10 | -6 | -1 | -3 | 1 | 100
Nc1ncn(-c2ncc(C(F)(F)F)cc2Cl)n1 | 0.9 | -0.2 | -1.9 | 6 | -3 | 1 | 2 | -2 | 4 | 98
O=C1CCCC(O)=C1C=NCCc1ccccc1 | -4.3 | 0.0 | -0.6 | 9 | -5 | 4 | 0 | 2 | 5 | 100

Compound activity: PubChem, several laboratories
